STK33 kinase inh = inhibitors of human STK33 kinase; purified STK33, MBP phosphorylation, ADP-Glo luminescence; inhibition, % at 10 µM; 320,000 tested, 0.073% active;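 active = inhibition at or above 25%, using the most active replicate where run in duplicate; inactive = inhibition below 25%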
Kir21 block = Kir2.1 (mouse) channel inhibition; 310,000 tested, 0.85% active; HEK293-Kir2.1, FluxOR thallium flux fluorescence; stronger effect = lower value; AID 1672; B-score at 10 µM; P35561;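 active = fluorescence ratio B-score at or below minus 3 SD of library scores, with starting-brightness B-score within 2 SD, cut at about -4.2 in these data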;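 also: channel flux triggered by added potassium and thallium sulfate stimulus; B-score of peak minus minimum fluorescence over baseline after thallium stimulus; more negative B-score means stronger Kir2.1 block with less thallium influx; some compounds called inactive have numbers as strong as hits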
KCNQ2 inh = KCNQ2 potassium channel inhibitors, primary screen, cell-based, CHO-K1, FluxOR thallium flux, B-score (AID 2156). O88943. 20 min; stronger effect = lower value. B-score at 10 µM. 310,000 tested, 1.1% active;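 active = fluorescence ratio B-score at most minus 3 library SDs, with starting brightness B-score within 2 library SDs, cut at about -5.5 in these data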
Target sequence (O88943 whole entry, looked up): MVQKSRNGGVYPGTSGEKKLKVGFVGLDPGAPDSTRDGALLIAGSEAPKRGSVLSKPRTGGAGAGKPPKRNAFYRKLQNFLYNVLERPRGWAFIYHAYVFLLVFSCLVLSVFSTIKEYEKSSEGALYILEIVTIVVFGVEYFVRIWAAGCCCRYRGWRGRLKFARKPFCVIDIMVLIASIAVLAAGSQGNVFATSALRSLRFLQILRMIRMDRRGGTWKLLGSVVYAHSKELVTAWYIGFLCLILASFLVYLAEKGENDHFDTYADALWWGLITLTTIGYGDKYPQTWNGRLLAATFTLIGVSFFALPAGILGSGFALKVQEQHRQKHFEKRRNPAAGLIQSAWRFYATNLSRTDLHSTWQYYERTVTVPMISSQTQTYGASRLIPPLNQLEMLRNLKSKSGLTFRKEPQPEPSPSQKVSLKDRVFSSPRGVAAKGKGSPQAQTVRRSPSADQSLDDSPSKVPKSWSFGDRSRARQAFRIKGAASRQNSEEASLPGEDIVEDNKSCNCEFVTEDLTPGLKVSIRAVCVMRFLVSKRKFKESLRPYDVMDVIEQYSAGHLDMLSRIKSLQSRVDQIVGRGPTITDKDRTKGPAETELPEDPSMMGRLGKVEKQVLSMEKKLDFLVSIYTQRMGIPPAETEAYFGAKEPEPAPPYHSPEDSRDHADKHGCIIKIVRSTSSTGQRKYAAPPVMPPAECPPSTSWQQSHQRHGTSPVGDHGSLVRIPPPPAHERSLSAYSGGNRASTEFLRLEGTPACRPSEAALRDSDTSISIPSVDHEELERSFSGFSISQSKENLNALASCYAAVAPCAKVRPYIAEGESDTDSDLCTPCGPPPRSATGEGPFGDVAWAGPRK
Active calls of the source: *.

For CCOCCCNC(=S)NCCNc1nc2ccc(C)cc2cc1C#N the results were STK33 kinase inh -1.2, Kir21 block 0.64 and KCNQ2 inh inactive.
`CCOC(=O)c1ccc(NC(=O)CSc2nnc(COc3ccccc3)n2C)cc1` gave STK33 kinase inh 0.5, Kir21 block -2.2 and KCNQ2 inh inactive.
For CC(=O)c1cccc(NC(=O)CCC(=O)c2ccc(F)cc2)c1 the results were Kir21 block -0.03 and KCNQ2 inh inactive.
For O=S(=O)(Nc1ccc(-c2ccc3nncn3n2)cc1)c1ccc(Cl)s1 the results were STK33 kinase inh -0.4, Kir21 block 0.25 and KCNQ2 inh inactive.
Screening COc1ccc(C2C3=C(CCCC3=O)Nc3c(-c4ccccc4)c(C)nn32)cc1 (stereo not given) returned STK33 kinase inh -0.5, Kir21 block 1.5 and KCNQ2 inh inactive.
COc1cc2c(cc1OC)N1C(=O)CC(OCC(=O)O)C3C4CC5(CCN5C(=O)C4=O)C2C31 (stereo not given) was read as STK33 kinase inh -3.2, Kir21 block 0.62 and KCNQ2 inh inactive.
`Nc1nc(-c2ccccc2)cc(C(F)(F)F)n1` gave STK33 kinase inh -0.7, Kir21 block 0.79 and KCNQ2 inh inactive.
For COc1cc(NC(=S)Nc2ccc3c(c2)OCCO3)cc(OC)c1OC the results were STK33 kinase inh -1.8, Kir21 block -0.84 and KCNQ2 inh inactive.
CC(C)CN1CCN(Cc2cnc(N3CCOCC3)s2)CC1CCO (stereo not given) was read as STK33 kinase inh -1.8, Kir21 block 0.42 and KCNQ2 inh inactive.
COCCNCCOc1ccc(C)cc1[N+](=O)[O-] was read as STK33 kinase inh -0.8, Kir21 block 0.69 and KCNQ2 inh inactive.
Cc1cccc(NS(=O)(=O)c2ccc(Br)s2)n1 was read as STK33 kinase inh 0.6, Kir21 block 0.37 and KCNQ2 inh inactive.
For Cc1nnc2ccc(-c3ccc(NS(=O)(=O)c4ccccc4F)cc3)nn12 the results were STK33 kinase inh -1.3, Kir21 block -1.7 and KCNQ2 inh inactive.

Of the compounds above, these contain a thiophene ring, fused or not:
For O=S(=O)(Nc1ccc(-c2ccc3nncn3n2)cc1)c1ccc(Cl)s1 the results were STK33 kinase inh -0.4, Kir21 block 0.25 and KCNQ2 inh inactive.
Cc1cccc(NS(=O)(=O)c2ccc(Br)s2)n1 was read as STK33 kinase inh 0.6, Kir21 block 0.37 and KCNQ2 inh inactive.

The listing picks up with the 3 entries that preceded the break.
COCCNCCOc1ccc(C)cc1[N+](=O)[O-] was read as STK33 kinase inh -0.8, Kir21 block 0.69 and KCNQ2 inh inactive.
Cc1cccc(NS(=O)(=O)c2ccc(Br)s2)n1 was read as STK33 kinase inh 0.6, Kir21 block 0.37 and KCNQ2 inh inactive.
For Cc1nnc2ccc(-c3ccc(NS(=O)(=O)c4ccccc4F)cc3)nn12 the results were STK33 kinase inh -1.3, Kir21 block -1.7 and KCNQ2 inh inactive.
For O=C(COC(=O)Cn1[nH]c(=O)c2ccccc2c1=O)Nc1ccc2c(c1)OCO2 the results were STK33 kinase inh -1.4, Kir21 block -0.34 and KCNQ2 inh inactive.
`O=C(NC(=S)Nc1ccccc1C(=O)O)c1ccc(-c2ccc(Br)cc2)o1` gave STK33 kinase inh -1.0, Kir21 block -0.76 and KCNQ2 inh inactive.
`CCOC(=O)C1(CCOc2ccccc2)CCN(Cc2ccc(C)o2)CC1` gave Kir21 block -2.6 and KCNQ2 inh inactive.
Screening Cc1ccc(N2C(=O)CS/C2=C(\C(Cl)=C(Cl)Cl)[N+](=O)[O-])cc1 returned STK33 kinase inh -0.3, Kir21 block 1.6 and KCNQ2 inh inactive.
For COc1ccc(C)c2sc(N(CCN(C)C)C(=O)c3cccc(N4C(=O)CCC4=O)c3)nc12 the results were Kir21 block 1.7 and KCNQ2 inh inactive.
`O=C(NCCS(=O)(=O)NCC1CCCO1)c1ccccc1` (stereo not given) gave STK33 kinase inh -1.3, Kir21 block 1.8 and KCNQ2 inh inactive.
For O=C1CN(C(=O)c2cc3ccccc3oc2=O)C(c2ccc(F)cc2)c2cc(Br)ccc2N1 (stereo not given) the results were STK33 kinase inh -0.1, Kir21 block -0.09 and KCNQ2 inh inactive.
`Oc1c(C(c2ccc(Cl)cc2)N2CCCC2)cc(Cl)c2cccnc12` (stereo not given) gave Kir21 block 1.8 and KCNQ2 inh inactive.
For COc1ccc(/C=C2\Oc3cc(OCC(=O)N4CCC[C@H]4C(=O)O)ccc3C2=O)c(OC)c1OC the results were STK33 kinase inh 1.0, Kir21 block 0.52 and KCNQ2 inh inactive.
CC(C)c1ccccc1NC(=O)Cn1c(/C=C/c2ccccc2)nc2ccccc21 was read as STK33 kinase inh -1.3, Kir21 block 1.6 and KCNQ2 inh inactive.
For CCOC(=O)C1C(=O)Nc2nc3ccccc3n2C1C(C)C (stereo not given) the results were STK33 kinase inh -1.0, Kir21 block -0.68 and KCNQ2 inh inactive.
`CC(=O)OC(C(=O)NC1CCCCC1)c1ccccc1F` (stereo not given) gave STK33 kinase inh 1.2, Kir21 block 0 and KCNQ2 inh inactive.
O=C(CCc1nnc2n(Cc3ccc(Cl)cc3)c(=O)c3ccccc3n12)N1CCN(c2ccccn2)CC1 was read as STK33 kinase inh -0.8, Kir21 block 2.5 and KCNQ2 inh inactive.
Screening COC(=O)c1ccccc1S(=O)(=O)N1CCC(C(=O)N(C)CCOc2ccccc2)CC1 returned STK33 kinase inh -1.3, Kir21 block 0.7 and KCNQ2 inh inactive.
For CCOC(=O)c1cnn(-c2ccccc2)c1-n1cccc1C(=O)C(=O)N(CC)CC the results were STK33 kinase inh -0.9, Kir21 block -0.04 and KCNQ2 inh inactive.
For FC(F)(F)c1cnc(N2CCCN(C(=S)Nc3ccccc3)CC2)c(Cl)c1 the results were STK33 kinase inh -2.4, Kir21 block 0.56 and KCNQ2 inh inactive.
`Cn1c2c(c(=O)c3ccccc31)CCC(C)(C)O2` gave STK33 kinase inh 0.8, Kir21 block 2.8 and KCNQ2 inh inactive.
`c1ccc(CN2CCC3(CC2)Nc2ccccc2CO3)cc1` gave STK33 kinase inh -0.4, Kir21 block -1.9 and KCNQ2 inh inactive.
`COc1ccc(N2CCN(C(=O)CSc3nnc(-c4ccc5[nH]c(C)c(C)c5c4)o3)CC2)cc1` gave STK33 kinase inh 0.4, Kir21 block 0.77 and KCNQ2 inh inactive.
For O=C(NCc1ccc2c(c1)OCO2)C(=O)NCC1OCCN1S(=O)(=O)c1ccc(Cl)cc1 (stereo not given) the results were STK33 kinase inh -0.7, Kir21 block -0.06 and KCNQ2 inh inactive.
CCN(CC)CCNC(=O)C1CCN(S(=O)(=O)c2c(C)noc2/C=C/c2ccccc2F)CC1 was read as STK33 kinase inh -0.6, Kir21 block -4.6* and KCNQ2 inh inactive.
For Cc1ccc2nc(NC(=O)CC3Oc4ccccc4NC3=O)sc2c1 (stereo not given) the results were STK33 kinase inh -1.0, Kir21 block 0.01 and KCNQ2 inh inactive.
`COc1ccc(CCNC(=O)CSc2ccc(-c3ccccc3)nn2)cc1` gave STK33 kinase inh -2.7, Kir21 block -1.2 and KCNQ2 inh inactive.
COc1cccc(C2=NOC(C(=O)Nc3ccccc3SC)C2)c1 (stereo not given) was read as STK33 kinase inh 1.2, Kir21 block -0.21 and KCNQ2 inh inactive.
`CCN(CC)S(=O)(=O)c1cc(C)c(C)cc1OCC(=O)NC1CCCC1` gave STK33 kinase inh -1.2, Kir21 block 0.01 and KCNQ2 inh inactive.
CC(=O)NNC(=S)NC(=O)c1ccc(C)cc1 was read as STK33 kinase inh 0.8, Kir21 block 0.86 and KCNQ2 inh inactive.
For COC(=O)c1ccc(CNC(=O)CNc2cc(C(F)(F)F)ccc2N2CCOCC2)cc1 the results were STK33 kinase inh 0.6, Kir21 block 0.16 and KCNQ2 inh inactive.
`O=C(CC1CCCC1)N1CCCC(Nc2cccc(F)c2)C1` (stereo not given) gave STK33 kinase inh -0.2, Kir21 block -2.7 and KCNQ2 inh inactive.
S=C(Nc1ccc(Cl)cc1Cl)N1CCOCC1 was read as STK33 kinase inh 0.0, Kir21 block -0.48 and KCNQ2 inh inactive.
Cc1cc(C)cc(NC(=O)CC23CC4CC(C2)CC(n2nnc(C)n2)(C4)C3)c1 was read as STK33 kinase inh -0.7, Kir21 block -0.11 and KCNQ2 inh inactive.
`CC(C)n1cc(CN2CCC(Oc3ccc(C(=O)N4CCCCC4)cc3)CC2)cn1` gave STK33 kinase inh -0.2, Kir21 block 0.68 and KCNQ2 inh inactive.
Screening CC1CCN(c2ccc3nnc(CCC(=O)N4CCN(c5ccc(F)cc5)CC4)n3n2)CC1 returned STK33 kinase inh -1.9, Kir21 block 0.05 and KCNQ2 inh inactive.
`COc1cccc(CNC(=O)C2CCN(S(=O)(=O)c3cnc[nH]3)CC2)c1` gave STK33 kinase inh -0.4, Kir21 block 0.48 and KCNQ2 inh inactive.
`CSc1ncccc1C(=O)NCc1ccc(C)cc1` gave STK33 kinase inh 0.6, Kir21 block 0.2 and KCNQ2 inh inactive.
Screening COc1ccc(S(=O)(=O)N(C)c2ccc(C(=O)N3CCCC3)cc2)cc1OC returned STK33 kinase inh 8.5, Kir21 block 0.43 and KCNQ2 inh inactive.
Screening Cc1ccc(C(=O)N(Cc2ccccc2)C(C)(C)C)cc1C returned STK33 kinase inh 0.5, Kir21 block -0.97 and KCNQ2 inh inactive.
CCCCc1ccc(-c2csc(/C(C#N)=C/c3ccc(C)o3)n2)cc1 was read as STK33 kinase inh 0.7, Kir21 block 0.67 and KCNQ2 inh inactive.
Screening CCc1nnc(NS(=O)(=O)c2ccc(NC(=O)c3cc4ccccc4oc3=O)cc2)s1 returned STK33 kinase inh 0.5, Kir21 block 1.1 and KCNQ2 inh inactive.
`COC(=O)c1ccc(C(=O)OC)c(NC(=O)C(C)C)c1` gave STK33 kinase inh -1.0, Kir21 block 0.93 and KCNQ2 inh inactive.
Screening Cc1ccccc1C(=O)NC[C@@H]1CCCN2CCCC[C@H]12 returned STK33 kinase inh 0.7, Kir21 block 0.03 and KCNQ2 inh inactive.
For CC(=O)C1=C(O)C(=O)N(CCO)C1c1ccccc1 (stereo not given) the results were STK33 kinase inh -0.9, Kir21 block 0.42 and KCNQ2 inh inactive.
`COc1ccc(N(CC(=O)NCc2ccc(C)cc2)S(=O)(=O)c2c(C)noc2C)cc1` gave STK33 kinase inh 0.2, Kir21 block 0.44 and KCNQ2 inh inactive.
Cc1onc(-c2ccccc2)c1C(=O)/C=C/N(C)C was read as STK33 kinase inh -1.1, Kir21 block 0.68 and KCNQ2 inh inactive.
For O=S(=O)(c1ccccc1)N1CCn2c(nc3ccccc32)C1 the results were STK33 kinase inh 1.6, Kir21 block -0.02 and KCNQ2 inh inactive.
Screening COc1ccc2[nH]c3c(=O)n(Cc4ccco4)cnc3c2c1 returned STK33 kinase inh 2.0, Kir21 block 0.18 and KCNQ2 inh inactive.
`CSCCC1COC(c2cccs2)=N1` (stereo not given) gave STK33 kinase inh -1.0, Kir21 block 0.9 and KCNQ2 inh inactive.
`COc1cccc(-c2nc(NCc3ccco3)c3ccccc3n2)c1O` gave STK33 kinase inh 0.5, Kir21 block 0.74 and KCNQ2 inh inactive.
For CCN1C(=O)c2ccccc2S(=O)c2ccc(C(=O)NCc3ccc(OC)cc3)cc21 (stereo not given) the results were Kir21 block -0.6 and KCNQ2 inh inactive.
`CCn1nccc1C(=O)Nc1nc2ccccc2n1CCN1CCCCC1` gave STK33 kinase inh -0.6, Kir21 block -2.2 and KCNQ2 inh inactive.
Screening COCc1ccc(CN2CCCC(CCC(=O)NCc3cccc(OC)c3)C2)o1 (stereo not given) returned STK33 kinase inh -0.2, Kir21 block 0.11 and KCNQ2 inh inactive.
For CC(=O)c1cccc(NC(=O)C2CCN(S(C)(=O)=O)CC2)c1 the results were STK33 kinase inh -0.8, Kir21 block -1.5 and KCNQ2 inh inactive.
Screening CC(C)Oc1ccc(C2CNC(=O)C2)cc1 (stereo not given) returned STK33 kinase inh -0.3, Kir21 block 0.94 and KCNQ2 inh inactive.
O=C(Nc1cccc(Cl)c1)N1CCN(c2ncccn2)CC1 was read as STK33 kinase inh -2.2, Kir21 block -0.08 and KCNQ2 inh inactive.
Screening CCOC(=O)c1sc2nc(C)nc(N3CCCCC3C)c2c1C (stereo not given) returned STK33 kinase inh -0.8, Kir21 block -0.01 and KCNQ2 inh inactive.
Cn1cc(CN2CCc3c([nH]c4ccccc34)C2C2CCCCC2)cn1 (stereo not given) was read as STK33 kinase inh -0.4, Kir21 block -2 and KCNQ2 inh inactive.
Screening Nc1c(C(=O)Nc2ccc3c(c2)OCCO3)nnn1Cc1ccc(Cl)cc1 returned STK33 kinase inh -0.7, Kir21 block -0.7 and KCNQ2 inh inactive.
CCc1ccc(NS(=O)(=O)c2c(C)noc2C)cc1 was read as STK33 kinase inh -0.4, Kir21 block 1.5 and KCNQ2 inh inactive.
`CC(C)CCOc1ccc(/C=N/N2C(=O)CSC2=S)cc1` gave STK33 kinase inh -4.8, Kir21 block 1.3 and KCNQ2 inh inactive.
For O=S(=O)(c1cccc(-c2nnc(SC(F)F)n2-c2ccccc2)c1)N1CCCCC1 the results were STK33 kinase inh -2.3, Kir21 block 0.47 and KCNQ2 inh inactive.
Screening COCCN(C(=O)COC(=O)c1cccnc1SC)c1c(N)n(Cc2ccccc2)c(=O)[nH]c1=O returned STK33 kinase inh -0.5, Kir21 block -0.35 and KCNQ2 inh inactive.
For Cc1nc(CC(=O)c2c(C)cc(O)cc2O)cs1 the results were STK33 kinase inh 0.7, Kir21 block -1.9 and KCNQ2 inh inactive.

No enrichment for hits, and some 1.9% of all compounds hit somewhere here.
